HTT cytoprotect: cytoprotection in Huntington HTT-Q103 PC12 cell model; PC12 HTT-Q103 induced, cytoprotection, ATP luminescence, 40 h; Potency, µM (highest dose often 56.4 µM), inactives show cytoprotection (ATP increase), hits mostly activators; hit rate 0.14% among 230,000;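 also: % of control where 0% means no effect; nearly all actives have a fitted effect of over 45% in size; toxic huntingtin expression switched on by the ecdysone agonist tebufenozide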
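PC12 cells stably carrying ecdysone-inducible Htt exon 1 (Q103)–GFP were induced with 100 nM tebufenozide (final) alongside library compounds in a dose series. Cytoprotection was scored as retained ATP by ATPlite luminescence.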
JMJD2E inh: JMJD2E (human) inhibition | hit rate 1.6% among 230,000 | Potency, µM (top dose mostly 57.1 µM), for inactives: at the top dose activity change, negative = inhibition, actives largely listed as inhibitors | JMJD2E catalytic domain, FDH-coupled NADH fluorescence (FDH is formaldehyde dehydrogenase) | B2RXH2; active = well fitted inhibition curve with a large enough effect, not every such curve was filed as active; inconclusive = small, poorly fitted or top-dose-only effect, or another doubt; inactive = no such curve, though single readings can be large or run the other way;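 also: 0% = wells with enzyme and -100% = buffer wells without enzyme; nearly all actives have a fitted effect of over 50% in size; many of its hits are not listed in these tables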
Target sequence (B2RXH2 1-337 limits assumed): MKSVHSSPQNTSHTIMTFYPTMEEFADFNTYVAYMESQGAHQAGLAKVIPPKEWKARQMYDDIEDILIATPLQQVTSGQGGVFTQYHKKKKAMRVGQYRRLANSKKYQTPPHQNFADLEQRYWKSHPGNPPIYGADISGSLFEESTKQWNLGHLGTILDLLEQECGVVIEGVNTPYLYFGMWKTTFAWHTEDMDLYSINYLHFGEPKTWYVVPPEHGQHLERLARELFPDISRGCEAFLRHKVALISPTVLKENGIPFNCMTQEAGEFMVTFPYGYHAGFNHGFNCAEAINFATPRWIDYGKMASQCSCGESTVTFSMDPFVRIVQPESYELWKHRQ
ALDH1A1 block: inhibitors of human aldehyde dehydrogenase 1A1; P00352; Purified ALDH1A1, NADH fluorescence, propionaldehyde substrate; Potency, µM (titrated, usually from 75.3 µM), for inactives: at the highest dose activity, negative = inhibition, usual class: inhibitors; hit rate 7.3% among 220,000; AID 1030; active = well fitted inhibition curve with a large enough effect, not every such curve was filed as active; inconclusive = small, poorly fitted or top-dose-only effect, or another doubt; inactive = no such curve, though single readings can be large or run the other way;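 also: plate controls were no enzyme wells and a reference inhibitor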
Target sequence (P00352 whole entry, looked up): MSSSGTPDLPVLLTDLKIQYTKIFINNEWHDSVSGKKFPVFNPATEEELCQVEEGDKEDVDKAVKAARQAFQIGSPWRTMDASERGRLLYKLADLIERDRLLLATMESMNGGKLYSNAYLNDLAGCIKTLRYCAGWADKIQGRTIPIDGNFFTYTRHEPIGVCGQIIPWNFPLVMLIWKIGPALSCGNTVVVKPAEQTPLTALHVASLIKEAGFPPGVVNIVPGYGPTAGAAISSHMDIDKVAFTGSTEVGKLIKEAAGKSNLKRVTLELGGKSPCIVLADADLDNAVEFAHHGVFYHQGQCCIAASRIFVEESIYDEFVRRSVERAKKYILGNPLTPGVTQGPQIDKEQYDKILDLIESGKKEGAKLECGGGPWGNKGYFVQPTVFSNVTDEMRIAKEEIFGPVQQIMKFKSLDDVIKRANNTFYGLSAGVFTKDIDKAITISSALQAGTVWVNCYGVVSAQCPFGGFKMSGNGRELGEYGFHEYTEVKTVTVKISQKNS
Tau fibril ThT: tau fibrillization inhibition (ThT binding); recombinant tau K18 P301L, heparin-induced fibrillization, ThT fluorescence; hit rate 2.1% among 270,000; Potency, µM (top dose mostly 57.4 µM), for the others: top-dose activity, negative = inhibition, hits mostly inhibitors; P10636; also: % is scaled to controls: 0 for no effect and ±100 for the full control effect; nearly all actives have a fitted effect of over 55% in size
Target sequence (P10636 561-689 P618L limits assumed): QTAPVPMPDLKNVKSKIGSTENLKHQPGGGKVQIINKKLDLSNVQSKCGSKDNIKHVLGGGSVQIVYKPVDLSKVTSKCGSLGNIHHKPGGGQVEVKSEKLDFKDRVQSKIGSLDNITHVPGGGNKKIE
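Aggregation was driven by heparin (20 uM final) acting on recombinant tau […] bearing P301L in 100 mM sodium acetate pH 7; fibrils were detected with Thioflavin T.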
Tau fibril FP: blocks human tau fibril formation measured by polarization | P10636 | K18 P301L tau heparin fibrillization, Alexa594 FP, 6 h | Potency, µM (highest dose often 57.7 µM), for the others: top-dose activity, negative = inhibition, hits mostly inhibitors | hit rate 0.39% among 280,000; also: % is scaled to controls: 0 for no effect and ±100 for the full control effect; nearly all actives have a fitted effect of over 55% in size
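Steps: dispense K18 P301L tau (15 uM plus 0.24 uM Alexa 594 tracer, final) in pH 7 sodium acetate; add compound; add heparin (20 uM final); incubate 6 hr, 37 C; add ThT (30 uM final); after 1 hr ambient, read FP.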
Tau fluor counter: counter-screen for tau fibril formation inhibitors. hit rate 0.93% among 280,000. Potency, µM (doses to about 57.7 µM), inactives show top-dose activity change, negative = decrease. tau K18 P301L (four-repeat tau fragment) Alexa594 fluorescence, heparin fibrillization; also: % is scaled to controls: 0 for no effect and ±100 for the full control effect; nearly all actives have a fitted effect of over 55% in size
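Human K18 P301L tau (15 uM unlabeled plus 0.24 uM Alexa 594-labeled, final) in 100 mM sodium acetate pH 7 was mixed with compound and 20 uM heparin and incubated 6 hr at 37 C.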
HTT aggregate: mutant huntingtin aggregation inhibition. PC12 HttQ103-GFP aggregates, Acumen cytometry, 40 h. Potency, µM (doses to about 46.1 µM), for inactives: at the highest dose activity change, negative = inhibition, actives largely listed as inhibitors. hit rate 1.1% among 220,000; also: % is scaled to controls: 0 for no effect and ±100 for the full control effect; nearly all actives have a fitted effect of over 60% in size
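Compounds (qHTS titration) were added to PC12 cells expressing an ecdysone-driven HTT exon 1 Q103–GFP fusion after induction with 100 nM tebufenozide. Aggregate formation was measured as GFP objects in cell lysates.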
SMN2 splice up: enhancers of SMN2 splice variant expression | hit rate 2.8% among 210,000 | AID 1458 | HEK293 SMN2-luciferase splicing reporter, luminescence, 30-36 h | Potency, µM (doses to about 46.1 µM), for the others: at the top dose activity change, positive = activation, usual class: activators; also: % of control where 0% means no effect; nearly all actives have a fitted effect of over 55% in size
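HEK293 cells carry an SMN2 minigene-luciferase reporter in which exon 7 inclusion puts luciferase in frame. Cells were seeded at 2000 cells/well, attached for 10-12 hours, then exposed to compounds for 30-36 hours at 37C before ONE-Glo luminescence.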
The depositor's hits bear a star; ? = inconclusive; / = not tested or not shown; [ ] = dose if it differs, or a comment. Unless noted, calls follow the shape of the dose curve; as a rule, active = well fitted curve in the direction sought with a large enough effect; inconclusive = small, poorly fitted or top-dose-only effect, or another doubt; inactive = no such curve, though single readings can be large; an effect the other way counts as inactive or inconclusive. Potency is read from the fitted curve at half-maximal effect. A portion of the library; the hit share may differ from the screen's.

SMILES | HTT cytoprotect | JMJD2E inh | ALDH1A1 block | Tau fibril ThT | Tau fibril FP | Tau fluor counter | HTT aggregate | SMN2 splice up
CCS(=O)(=O)NCCc1cc2cc(C)c(C)cc2[nH]c1=O | -7% | ? | ? | -6% | 3% | -3% | -9% | 7%
C=CCn1c(Oc2ccc(C(=O)OC)cc2)nc2c1c(=O)n(C)c(=O)n2C | 8% | 0% | 7% | -11% | 1% | -5% | 2% | /
COCCNc1nc(C)cc(-c2cc(C(=O)NCc3ccccc3)on2)n1 | 2%[10 µM] | 4% | / | ? | -2% | 17% | ? | /
Cc1n[nH]c(C)c1S(=O)(=O)N1CCN(C(=O)c2ccco2)CC1 | -3% | 1% | 1% | -7% | -2% | -5% | -3% | -13%
N/C(=N\OC(=O)/C=C/c1ccccc1Cl)c1ccccn1 | -108%[inhibitor] | -5% | ? | ? | 6% | -14% | -15% | ?
COc1ccc(C(=O)N2CCc3c([nH]c4ccccc34)C2C(F)(F)F)cc1 (stereo not given) | 12%[10 µM] | -6% | 3% | -8% | 3% | -17% | 0%[9.22 µM] | /
O=C(Nc1ccccc1N1CCN(C(=O)c2ccc(Cl)cc2)CC1)c1cc2ccccc2o1 | -10% | ? | ? | -13% | 1% | -16% | -28% | -8%
Fc1ccccc1OCCSc1ncnc2nc[nH]c12 | -8%[10 µM] | ? | -2% | -10% | 3% | 3% | 20%[9.22 µM] | ?
CN1CCN(c2nc3c(c(=O)[nH]c(=O)n3C)n2CCSc2nnnn2-c2ccccc2)CC1 | -1%[10 µM] | 1% | / | 7% | -1% | 9% | 4%[9.22 µM] | /
COc1cccc(/C=N/n2nnnc2N)c1OCc1ccccc1Cl | -3%[1.9 µM] | 2% | ? | -5% | -3% | -1% | -20% | -24%
COc1cc(C=O)c([N+](=O)[O-])cc1OC | -20% | 262%[activator] | 11µM* | 3.2µM* | 6.3µM* | ? | / | -14%
COC(=O)COc1ccc(C2C(C(=O)OC)=C(C)NC3=C2C(=O)c2ccccc23)cc1OC (stereo not given) | / | / | / | 14µM* | 6% | 14µM*[quencher] | / | -4%
COc1ccc(/C=C/c2nc(-c3ccccc3O)n[nH]2)cc1 | -6%[10 µM] | -2% | 4% | 5% | -1% | 5% | -16% | 4µM*
CCOc1ccc(C2CC(c3ccccc3C)n3nc(N)nc3N2)cc1 (stereo not given) | 5% | -16% | ? | -14% | 1% | -12% | 1% | -13%
CCOc1ccc(N(CC(=O)Nc2ccccc2C(=O)NC(C)CC)S(C)(=O)=O)cc1 (stereo not given) | / | ? | -10% | 1% | 3% | 4% | 22% | ?
CCN(CCCNC(=O)c1cc2c(=O)[nH]c3ccccc3c2s1)c1ccccc1 | / | / | / | -8% | -9% | ? | / | -6%
COc1cc2cc(C(=O)N3CCN(Cc4ccc5c(c4)OCO5)CC3)c(=O)oc2cc1OC | 12%[10 µM] | ? | / | -1% | 2% | 3% | -17%[9.22 µM] | /
COc1cc2c(cc1OC)C1C(C(=O)Nc3ccccc3N3CCN(C)CC3)c3ccccc3C(=O)N1CC2 (stereo not given) | -40%[inhibitor] | 0% | 14% | 0% | -3% | 1% | -5% | 28%
COc1ccc(-c2c(C(F)(F)F)nn(C)c2NC(=O)c2cccnc2)cc1 | -12%[10 µM] | 9% | / | / | -3%[0.0958 µM] | 1%[0.0958 µM] | 14%[9.22 µM] | /
Cc1oc2ccc(O)c(CN3CCN(C)CC3)c2c1C(=O)Nc1ccc(C(C)C)cc1 | / | / | / | -16% | -1% | -19% | / | 9%
CCN1CCc2c(sc(N)c2C(N)=O)C1 | 9% | ? | ? | ? | ? | -7% | -7% | -7%
CCn1c(SCCOc2ccccc2F)nc2ccccc21 | / | / | / | ? | -7% | -17% | / | -9%
COc1ccc(OC)c(C(=O)CSc2nc3c(c(=O)n(C)c(=O)n3C)n2C(C)C)c1 | -20% | -12% | -1% | 4% | 5% | 6% | 12%[9.22 µM] | -7%
Cc1cc(C)nc(Nc2ncc(O)n2-c2ccc(C)c(C)c2)n1 | 3% | 5% | 5% | -6% | -2% | -3% | 3% | ?
Nc1ncnc2nc(Cl)[nH]c12 | / | 6% | 8% | -3% | -5% | -2% | / | 2%
Cc1nc(C)c(Oc2ccc(Cl)cc2Cl)c(=O)[nH]1 | 3%[10 µM] | 6% | 12% | 0% | -5% | 5% | -12%[9.22 µM] | /
O=C(Nc1ccc2c(c1)OCO2)C(c1ccc(Cl)cc1)N1CCC2(CC1)OCCO2 (stereo not given) | -7% | 1% | 0% | -5% | -3% | -18% | 10% | -4%
COc1ccc(C2(N3CCN(c4cccc(C)c4C)CC3)C(=O)c3ccccc3C2=O)cc1 | / | / | / | -13% | 0% | -20% | / | -5%
CCCCN1C(=S)SC(C)(C)C1/[N+]([O-])=C/c1ccc(S(=O)(=O)NC)cc1 (stereo not given) | -5%[10 µM] | 2% | / | -6% | -7% | -6% | 1%[9.22 µM] | /
OC1CCCN(CC(O)COC(c2ccccc2)c2ccccc2)C1 (stereo not given) | 14%[10 µM] | ? | / | / | 2% | 4% | -11%[9.22 µM] | /
O=C(Nc1ccc(NC(=O)C2CC2)nc1)c1cccnc1 | -12% | 2% | -12% | 0% | -10% | -4% | 0% | 0%
Cc1ccc(N=C2NC(=O)S/C2=C\c2ccco2)cc1 | -12%[1.9 µM] | -3% | 0% | 0% | -2% | 1% | 10% | 27%
COc1ccc2[nH]c(=O)c(CN(CCCN(C)C)C(=O)Nc3ccc(F)cc3)cc2c1 | -14% | ? | ? | 4% | -11% | -8% | 0% | 21%
COC(=O)c1ccc(N2CCN(S(=O)(=O)c3ccc(Br)cc3)CC2)c([N+](=O)[O-])c1 | 17%[10 µM] | -3% | 1% | -14% | 4% | -28% | -2% | -68%[inhibitor]
COc1ccc(-c2nc(=S)[nH][nH]2)cc1 | -23% | ? | 13µM* | -8% | -2% | 2% | 7%[9.22 µM] | 8%
Cc1cc(Br)ccc1S(=O)(=O)n1ccnc1C | / | 8% | 1% | 1% | 2% | 7% | / | 8%
CCOC(=O)CCCNC(=O)COC(=O)c1cc(Br)c(Br)s1 | 4%[10 µM] | -1% | 9% | -4% | -14% | -8% | -11% | -6%
COC(=O)c1[nH]c2cccc(OC)c2c1NC(=O)CN(C)CC1OCCO1 | 13% | ? | ? | 4% | -1% | 0% | -2% | -2%
Cn1c(N)c(S(=O)(=O)c2ccc(Br)cc2)c2nc3ccccc3nc21 | -31% | ? | ? | 4% | ? | -27% | -10% | -1%
CCC(=O)c1ccc(OCC(=O)Nc2ccc3nc(C)sc3c2)cc1 | 12%[10 µM] | 0% | / | / | -7% | -6% | -12%[9.22 µM] | /

Part of the list above, as tab-separated lines.
Molecule	HTT cytoprotect	JMJD2E inh	ALDH1A1 block	Tau fibril ThT	Tau fibril FP	Tau fluor counter	HTT aggregate	SMN2 splice up
CCN1CCc2c(sc(N)c2C(N)=O)C1	9%	?	?	?	?	-7%	-7%	-7%
CCn1c(SCCOc2ccccc2F)nc2ccccc21	/	/	/	?	-7%	-17%	/	-9%
COc1ccc(OC)c(C(=O)CSc2nc3c(c(=O)n(C)c(=O)n3C)n2C(C)C)c1	-20%	-12%	-1%	4%	5%	6%	12%[9.22 µM]	-7%
Cc1cc(C)nc(Nc2ncc(O)n2-c2ccc(C)c(C)c2)n1	3%	5%	5%	-6%	-2%	-3%	3%	?
Nc1ncnc2nc(Cl)[nH]c12	/	6%	8%	-3%	-5%	-2%	/	2%
Cc1nc(C)c(Oc2ccc(Cl)cc2Cl)c(=O)[nH]1	3%[10 µM]	6%	12%	0%	-5%	5%	-12%[9.22 µM]	/
O=C(Nc1ccc2c(c1)OCO2)C(c1ccc(Cl)cc1)N1CCC2(CC1)OCCO2 (stereo not given)	-7%	1%	0%	-5%	-3%	-18%	10%	-4%
COc1ccc(C2(N3CCN(c4cccc(C)c4C)CC3)C(=O)c3ccccc3C2=O)cc1	/	/	/	-13%	0%	-20%	/	-5%

(next part)
SMILES | HTT cytoprotect | JMJD2E inh | ALDH1A1 block | Tau fibril ThT | Tau fibril FP | Tau fluor counter | HTT aggregate | SMN2 splice up
CCN(CC)c1ccc(/C=c2\sc3nnc(-c4ccccc4Cl)n3c2=O)cc1 | -20% | 0% | -6% | 7.1µM* | -4% | -14% | -7% | -11%
Oc1ccc(N=Nc2ccc3c(c2)OCCO3)c(O)c1 | -42%[10 µM] | -1% | / | 3.2µM* | 5% | ? | 10%[9.22 µM] | /
Cc1ccc(-n2c3c(c(=O)[nH]c2=O)C(NC(=O)C(C)(C)C)(C(F)(F)F)C(=O)N3)cc1 (stereo not given) | / | / | / | 0% | -1% | -4% | / | -3%
O=C(Nc1ccc(S(=O)(=O)Nc2nccs2)cc1)c1ccc(=O)[nH]c1 | -11% | -16% | ? | ? | -10% | ? | 8% | 2%
CCc1c(C)nc2ncnn2c1N1CCCC(C(=O)NCCc2ccccc2)C1 (stereo not given) | 9% | 1% | -7% | -9% | -5% | -4% | ? | -13%
CCCc1[nH][nH]c(=O)c1C(c1ccc(Br)cc1)C(C#N)C#N (stereo not given) | 5%[10 µM] | -16% | ? | ? | 3% | -18% | -1% | 0%
O=S(=O)(c1ccccc1)c1nc(-c2ccccc2)oc1NCc1cccnc1 | -18%[10 µM] | -13% | 25µM* | -7% | 3% | -13% | -7%[9.22 µM] | 9%
Cc1cc(=O)n2c(-c3ccc(Cl)cc3)csc2n1 | -1%[10 µM] | 0% | / | 9% | -4% | 10% | -17%[9.22 µM] | /
O=C(COC(=O)c1ccccn1)Nc1ccc2c(c1)OCO2 | / | -1% | -8% | -11% | 10% | 3% | / | 4%
N#Cc1c(NC(=O)CCC(=O)O)sc2c1CCCC2 | 4% | -6% | 2% | 0% | 3% | 1% | -14% | 18%
Cc1ccc(C(=O)NC(=S)N2CC(C)OC(C)C2)cc1[N+](=O)[O-] (stereo not given) | -20% | -1% | -9% | 6% | -3% | 1% | -25% | -17%

Source: PubChem BioAssay (National Center for Advancing Translational Sciences (NCATS))
